C8 TRAIL sens: caspase-8 TRAIL sensitization; NB7+C8 cells + TRAIL, ATPlite viability luminescence; inhibition (viability loss, TRAIL sensitization), % at 10 µM; hit rate 1% among 360,000; AID 624354;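 active means compounds causing at least 50% loss of cell viability in the single-dose screen, relative to plate controls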
TRPM1 prom inh: MITF TRPM1 promoter inhibition in SK-MEL-5 cells; SK-MEL-5 TRPM1 promoter luciferase, 24 h; inhibition, % at 12.5 µM; hit rate 0.83% among 330,000;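 active means mean inhibition across replicates of 60% or more, whatever share of single replicates reaches that level; inconclusive means some that reach 60%, reason not given; inactive means mean inhibition across replicates below 60%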; further: values of inactives mirror those of a sister screen read the other way
Shn3 3UTR inh: inhibitors of Schnurri-3 3'UTR reporter in osteoblasts | Clone20 osteoblast Shn3 3'UTR firefly luciferase, 24 h | inhibition, % at 12.5 µM | hit rate 0.52% among 360,000 | AID 588674;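 active means mean inhibition of at least 75% with every replicate also reaching 75%; inconclusive means mean inhibition at least 75% but some replicate below; inactive means mean inhibition below 75%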;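 further: 0% = median of neutral control wells and 100% = pilot-screen positive control compound; some compounds past the cut are filed as inactive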
KKLEB tox: reduces viability of KKLEB cystic fibrosis airway cells; KKLEB CF airway cells viability, ATPlite luminescence, overnight; stronger effect = lower value; cells stimulated with P. aeruginosa culture filtrate; activity change (cytotoxicity), % at 5 µM; hit rate 0.36% among 360,000;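 active means corrected activity change at or below -50% at 5 µM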
Peg3 prom inh: inhibitors of Peg3 promoter; hit rate 1.7% among 360,000; inhibition, % at 20 µM; AID 588405; HeLa PEG-Prom luciferase reporter, luminescence, overnight;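 active means inhibition of at least 50% at 20 µM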
EBV LMP1 NFkB: Epstein-Barr LMP1 NF-kappaB reporter inhibition. LMP1-induced NF-kappaB luciferase reporter cells, luminescence. inhibition, % at 12.5 µM. hit rate 0.69% among 350,000. AID 504558; in the data active means inhibition above about 41%; inconclusive means no clear call, values can overlap the other calls;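 further: 0% = neutral control wells and 100% = reference inhibitor control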
iPSC survival up: enhancers of human iPSC single-cell survival. hiPSC single-cell survival, ATPlite luminescence; 100% = ROCK inhibitor wells, 0% = DMSO. survival enhancement, % at 20 µM. hit rate 0.044% among 360,000. AID 602274; in the data active means survival enhancement above about 18%;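 further: cells exposed to compounds for 16 hours before the ATP read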
NR2E3 ag-1: agonists of human NR2E3 nuclear receptor; AID 602229; inhibition of corepressor binding, % at 3.98 µM; CHO-S Gal4-NCOR/VP16-NR2E3 two-hybrid, luciferase; hit rate 0.35% among 360,000;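 active means inhibition above the mean of all tested compounds plus 3 SD, cut at about 70% in these data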;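 further: 0% = DMSO with NR2E3 transfected cells and 100% = cells lacking NR2E3 construct; higher means lower luciferase signal from less NR2E3 corepressor binding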
Target sequence (Q9Y5X4 whole entry, looked up, the tested form may be a part): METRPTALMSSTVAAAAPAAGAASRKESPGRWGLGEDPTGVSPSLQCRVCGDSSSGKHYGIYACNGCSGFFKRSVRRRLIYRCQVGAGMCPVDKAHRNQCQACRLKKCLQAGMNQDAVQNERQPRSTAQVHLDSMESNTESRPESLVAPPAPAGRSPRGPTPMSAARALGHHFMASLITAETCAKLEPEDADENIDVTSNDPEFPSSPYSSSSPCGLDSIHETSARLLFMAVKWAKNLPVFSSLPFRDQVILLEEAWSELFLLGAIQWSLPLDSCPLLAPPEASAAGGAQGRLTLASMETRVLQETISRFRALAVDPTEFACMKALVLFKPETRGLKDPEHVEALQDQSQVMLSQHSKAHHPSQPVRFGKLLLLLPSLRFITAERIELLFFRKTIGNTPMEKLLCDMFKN
NR2E3 ag-2: NR2E3 (human) agonism; Q9Y5X4; GST-NR2E3/biotin-RetCOR TR-FRET, 1536-well; inhibition of corepressor binding, % at 4.78 µM; hit rate 0.12% among 320,000; AID 2300;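 active means percent inhibition above the cutoff of mean plus 3 SD of all tested compounds, set per screening campaign, cut at about 20% in these data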;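 further: 0% = DMSO wells and 100% = biotin wells as full block of FRET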
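System: GST-NR2E3 and biotin-RetCOR proteins; probe or stimulus: 7 nM biotin-RetCOR; doses: compound at 4.8 µM, single dose; schedule: Compound–protein incubation for 5 h at 4 °C; detection: time-resolved FRET; read-out: percent inhibition; controls: biotin wells as high control, 0.6% DMSO wells as low control; format: 1536-well plates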
CF NFkB inh: inhibitors of cystic fibrosis induced NF-kB | inhibition, % at 5 µM | hit rate 0.86% among 360,000 | AID 588850 | KKLEB NF-kB-GFP reporter, PAF-induced, GFP fluorescence overnight;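 active means at least 50% inhibition at 5 µM, scaled per plate between neutral and stimulator controls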;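 further: PAF is a Pseudomonas aeruginosa culture filtrate used as stimulus; plate controls were PAF-stimulated DMSO wells for no effect and unstimulated DMSO wells for full effect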
HIF-2a block: blocks HIF-2a reporter activity; 786-0 RCC cells HIF-2a reporter, luciferase luminescence, overnight; inhibition, % at 18.8 µM; hit rate 0.72% among 360,000;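 active means inhibition of the luminescence signal of 40% or more relative to plate controls, in a single-dose primary screen at 18.75 µM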
* marks the source's active call; other numbers are inactive results; ? = inconclusive; . = not tested or not shown. Some of the compounds tested (hit frequency here may not be typical).

nr	canonical_smiles	C8 TRAIL sens	TRPM1 prom inh	Shn3 3UTR inh	KKLEB tox	Peg3 prom inh	EBV LMP1 NFkB	iPSC survival up	NR2E3 ag-1	NR2E3 ag-2	CF NFkB inh	HIF-2a block
1	Cc1cc(NC(=O)COc2ccccc2C)no1	0	-89	-29	5	-203	-16	2.6	-54	3	6	-220
2	Cc1nnc(NC(=O)c2ccc(S(=O)(=O)N3CCCCCC3)cc2)o1	15	4	6	0	2	-4	9.4	-16	1	3	5
3	CCCCC1=CC2=C(c3ccco3)C(=O)C(C)(OC(=O)c3ccc(OC)cc3)C(=O)C2=CN1Cc1ccc2c(c1)OCO2 (stereo not given)	10	8	8	-3	23	13	0.9	7	23*	6	-1
4	COc1ccc(-c2cc([C@H]3[C@H]4C=CC[C@@H](C)[C@@H]4C(=O)N3Cc3ccccc3)ccc2F)cc1	5	3	2	-14	3	7	-1.1	6	-3	15	13
5	Cc1noc(C)c1C(=O)N1CCC2(CC1)Oc1ccc(F)cc1C(=O)C21CC(c2ccc(Cl)cc2)=NO1 (stereo not given)	-1	4	6	6	8	4	0.8	-2	1	-23	-13
6	Cc1c(/C=N/N2C(=O)C3C4C=CC(C4)C3C2=O)c2ccccc2n1C (stereo not given)	-5	7	-1	4	17	-4	-0.2	-6	2	-5	16
7	O=C(COc1ccc(C(=O)c2ccccc2)cc1)NC1CCCCCC1	13	10	27	-6	15	24	-2.3	11	1	-2	14
8	COc1ccc(Oc2nc(SC)nc3ccsc23)cc1	5	6	-1	-8	0	2	-1.5	-24	3	25	-13
9	CN(Cc1ccc(C(F)(F)F)cc1)C(=O)C1CCC(=O)N(C2CC2)C1 (stereo not given)	0	-5	1	16	-11	-5	0.9	-1	.	11	-19
10	Cc1ccc(CSc2nnc(Nc3ccc(C)cc3)s2)cc1	-5	2	-6	16	6	-1	1.5	-15	2	-10	-20
11	c1ccc(Sc2cccc3ccccc23)c(CNC2=NCCN2)c1	15	18	50	-11	35	-7	-2.4	-18	0	0	29
12	CCOC(=O)C1=C(C)N=C2SC(C(=O)OC)=CC(=O)N2C1c1ccc(OC)cc1 (stereo not given)	-20	0	14	-2	11	3	-0.9	-20	-4	2	13
13	CCOC(=O)/C(=C/c1ccc(OC(=O)c2ccccc2)cc1)C(C)=O	-6	9	16	8	17	7	1.9	-21	-3	8	-8
14	CSc1ncc(CN2CCN(C3CCCC3)C(CCO)C2)cn1 (stereo not given)	-4	1	1	11	1	6	-0.3	-42	0	2	9
15	O=C(Nc1ccc2c(c1)OCCO2)C1CCCN(S(=O)(=O)c2cccs2)C1 (stereo not given)	4	9	6	9	-18	-14	0.3	-43	2	1	-51
16	COC(=O)c1ccc(/C=N/NS(=O)(=O)c2cc(C)ccc2C)cc1	4	-13	4	3	-12	2	-3.7	2	0	-3	-34
17	CC(C)CN1C(=O)c2ccc(C(=O)Nc3c[nH]c(=O)[nH]c3=O)cc2C1=O	-8	-6	10	8	2	-6	2.1	-13	0	-31	-4
18	Cc1nc(N/C(N)=N/S(=O)(=O)c2ccccc2)nc2ccccc12	-6	-8	-22	20	18	1	3.7	-37	.	-36	-5
19	CC(C)(C)C1CCC(CN2C(Nc3ccccc3)=NC[C@@H]2Cc2ccccc2)CC1 (stereo not given in full)	19	95*	-13	-12	95*	-12	-4.2	-12	.	10	8
20	CCOc1nc(OCC)nc(-n2cc(-c3ccccc3)nn2)n1	6	-4	-47	15	4	0	-2.1	-26	1	3	-13
21	COc1ccccc1S(=O)(=O)Nc1ccc(-c2nnc3n2CCCCC3)cc1	-1	-7	10	4	6	8	2.2	-6	-3	7	8
22	Cc1ccc(-c2nc(SC(C)C(=O)c3c(N)n(C)c(=O)n(C)c3=O)n[nH]2)cc1 (stereo not given)	-4	-1	0	20	-4	3	-0.3	5	5	-16	-5
23	COc1ccc(NC(=O)NC2CCCCCCC2)cc1	11	-58	-102	-10	-325	-24	0.0	-144	-3	7	-225
24	COc1ccc(-n2c(=O)cc(N3CCN(Cc4ccccc4)CC3)[nH]c2=O)cc1	-10	.	1	6	15	0	0.9	-3	-1	-6	10
25	O=C(CSCc1ccccc1Br)N/N=C/c1ccccc1C(=O)O	1	-23	4	9	2	-6	0.2	6	4	-7	8
26	COC(=O)c1nnn(CC(=O)NC(=O)Nc2ccccc2F)c1C(=O)OC	7	2	.	-4	2	2	-0.5	0	-4	18	9
27	N#Cc1ccc(CSC2=NCCN2)cc1	8	9	-21	14	-20	-34	2.7	5	2	-18	4
28	Cc1nn(-c2ccccc2)c(C)c1C(=O)OCC(=O)N(C)C1CCS(=O)(=O)C1 (stereo not given)	0	-34	-30	5	-132	-8	2.5	-16	1	-13	-164
29	Cc1cccc(NC(=O)c2ccccc2C(=O)Nc2cccc(C)c2)c1	15	-12	-23	8	8	-2	2.7	-45	-2	0	2
30	COc1ccc(CC(=O)OCC(=O)NCc2ccc3c(c2)OCO3)cc1OC	-15	-14	-13	10	13	-3	-2.0	-23	.	-19	8

Fetched by compound from above:
nr	canonical_smiles	C8 TRAIL sens	TRPM1 prom inh	Shn3 3UTR inh	KKLEB tox	Peg3 prom inh	EBV LMP1 NFkB	iPSC survival up	NR2E3 ag-1	NR2E3 ag-2	CF NFkB inh	HIF-2a block
10	Cc1ccc(CSc2nnc(Nc3ccc(C)cc3)s2)cc1	-5	2	-6	16	6	-1	1.5	-15	2	-10	-20
12	CCOC(=O)C1=C(C)N=C2SC(C(=O)OC)=CC(=O)N2C1c1ccc(OC)cc1 (stereo not given)	-20	0	14	-2	11	3	-0.9	-20	-4	2	13

Next section:
nr	canonical_smiles	C8 TRAIL sens	TRPM1 prom inh	Shn3 3UTR inh	KKLEB tox	Peg3 prom inh	EBV LMP1 NFkB	iPSC survival up	NR2E3 ag-1	NR2E3 ag-2	CF NFkB inh	HIF-2a block
31	COc1cccc(CNC(=O)CN2C(=O)COc3ccc(S(=O)(=O)N4CCOCC4)cc32)c1	-2	6	8	0	-4	-1	0.2	0	1	-4	-2
32	COc1ccc(N2C(=O)CCC(C(=O)N3CCCCC3)C2c2ccc(OC)c(OC)c2)cc1 (stereo not given)	-1	-4	-5	3	21	4	-1.4	-19	0	1	9
33	CCO[C@@H]1OC(C(=O)NC2CC2)=C[C@H](C2CC2)[C@H]1CCCO	11	4	11	1	-11	3	-3.6	-8	2	12	-13
34	CCN1CCN(S(=O)(=O)Cc2ccccc2Cl)CC1	5	-2	-8	-3	3	3	-0.1	-15	-1	16	9
35	CC(=O)Nc1ccc(CN2CCCC(CO)(Cc3ccccc3C)C2)cc1 (stereo not given)	-5	6	-28	-4	7	1	-0.8	5	4	14	21
36	COCCN1Cc2cccc(C(=O)NCCCN3CCCC3=O)c2C1=O	10	1	8	4	6	3	-0.9	-29	0	2	15
37	Cn1ccnc1C1CCCCN1Cc1nc(Cc2cccc(C(F)(F)F)c2)no1 (stereo not given)	-9	14	-2	-2	20	-7	-0.9	5	-5	15	12
38	COc1ccc(Cl)cc1NC(=O)CC(C)c1ccccc1 (stereo not given)	2	-7	-9	-13	17	-3	-0.7	-3	0	5	7
39	CCOC(=O)C1CCCCN1Cc1cccc(OC)c1OC (stereo not given)	-20	2	-9	1	13	-13	1.4	-12	4	3	2
40	O=C(O)c1ccccc1C(=O)Nc1ccc(Br)c(C(F)(F)F)c1	-16	0	4	4	2	-7	-0.8	-27	-4	4	13
41	CC(Oc1cccc(Br)c1)C(=O)NNC(=O)c1ccccn1 (stereo not given)	11	82*	?	-8	32	33	-1.8	12	.	-6	2
42	O=C(NNS(=O)(=O)c1ccccc1[N+](=O)[O-])c1ccc(O)cc1	-8	-12	-4	-10	4	-12	-0.8	3	0	-6	6
43	COc1ccc2cc(C(=O)CS(=O)(=O)c3ccccc3)c(=O)oc2c1	10	-10	-11	3	5	1	-0.5	0	1	-27	-26
44	CCCCN1C(=N)N([C@@H](C)CN2CCC[C@H]2CN2C(N)=NC[C@@H]2Cc2ccccc2)C[C@H]1[C@H](C)CC	-14	-21	1	18	-4	6	-1.3	6	.	-16	7
45	CC(/C=N/NC(=O)CNc1n[nH]c(=O)[nH]c1=O)c1ccccc1 (stereo not given)	9	0	-31	0	2	-2	0.4	-6	3	4	8
46	Cc1ccccc1Nc1nc(N)nc(CN2CCN(C(=O)c3ccccc3)CC2)n1	9	-4	21	18	5	8	-0.3	-5	-1	-3	11
47	COCCn1c(SCC(=O)Nc2ccc(C(N)=O)cc2)nc2c([nH]c3ccccc32)c1=O	4	14	10	13	11	-3	0.0	-2	2	-20	10
48	COC(=O)c1ccc(/C=C/c2c(-c3ccsc3)sc3ccccc23)cc1	5	2	-4	-5	3	-32	2.4	-14	0	-1	-1
49	Cc1ccc(NC(=O)C2CCCN(C(=O)c3ccc(Cl)cc3)C2)cc1S(=O)(=O)N1CCOCC1 (stereo not given)	-2	6	28	5	13	8	0.2	4	3	2	15
50	CN(CCc1ccccc1)C(=O)CCc1nnc(Cc2ccc3c(c2)OCO3)o1	-3	5	3	4	-28	6	0.8	-30	3	-4	-37
51	COc1ccc(Cl)cc1NC(=O)NNC(=O)c1ccccn1	3	13	10	3	20	4	-0.2	16	.	17	18
52	O=C(c1cn(-c2ccccc2)nc1-c1ccc(Cl)s1)N1CCOCC1	6	-5	-8	-8	16	-15	0.7	-26	2	5	-19
53	C/C(CC(=O)Nc1cccc(Cl)c1Cl)=N\NC(=O)c1ccccc1N	-5	31	-7	6	-12	-1	-0.9	-59	-2	2	-26
54	O=C(CN(c1ccccc1)S(=O)(=O)c1ccccc1[N+](=O)[O-])N1CCCC1	1	-11	-19	4	-7	-1	0.0	-21	-3	-2	-3
55	CC(C)[C@H](NC(=O)[C@@H]1Cc2ccccc2CN1C(=O)OC(C)(C)C)C(=O)NCC1CCCO1 (stereo not given in full)	-4	2	3	7	-27	-10	-0.5	-1	0	-34	1
56	Cc1ccc(NC(=O)CSc2nnc(CNC(=O)c3cccs3)o2)cc1	-10	11	-14	7	-3	-1	3.9	0	1	1	12
57	O=C(CCNC(=O)c1ccc(Cl)cc1)Nc1cc(C(F)(F)F)ccc1N1CCOCC1	-3	.	-10	-3	-5	1	-2.4	-1	.	-17	3
58	CC(NC(=O)C12CC3CC(CC(C3)C1)C2)c1ccc2c(c1)OCCO2 (stereo not given)	11	-7	22	-11	0	10	-3.7	11	1	7	-11
59	Cc1cc(NCCN2CCOCC2)n2nc(C)c(-c3ccc(Cl)cc3)c2n1	10	-1	-7	-16	38	-12	-1.7	2	-3	6	32
60	CCOC(=O)c1ccccc1NC(=O)CN(c1ccccc1C)S(C)(=O)=O	-7	10	-3	-10	5	-2	1.1	-2	0	8	15
61	O=C(c1cccc(N2C(=O)C3C4C=CC(C4)C3C2=O)c1)N1CCN(c2ccccc2)CC1 (stereo not given)	4	3	3	11	9	4	-0.4	-33	1	-8	14
62	O=C(CCNS(=O)(=O)c1ccccc1)OCC(=O)c1ccc(Br)cc1	23	-7	-9	-4	-14	-3	1.2	-12	2	18	-9

Screens from PubChem BioAssay.
